COUP-TFII inh: NR2F2 transcriptional activity inhibitors, primary screen, cell-based, luciferase reporter, HEK293T, luminescence; inhibition, % at 8.6 µM; AID 686940, 2013; COUP transcription factor 2 (Homo sapiens), P24468; hit rate 0.7% among 370,000; HEK293T NGFI-A luciferase reporter;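 active means inhibition above a per-plate cutoff, mean inhibition of test wells between control levels plus 3 SD, cut at about 38% in these data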;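 further: cells cotransfected with COUP-TFII expression vector driving the NGFI-A reporter; 0% = median of COUP-TF2 test wells and 100% = reporter-only cells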
NOD2 RIPK2 PPI: NOD2-RIPK2 binding disruptors in cells, primary screen, fluorescence, CHO cells, BLA complementation; inhibition, % at 4.98 µM; AID 624267, 2012; CCF4 ratio; hit rate 0.38% among 360,000; in the data active means inhibition above about 21%;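 further: 0% = vehicle only and 100% = reference blocker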
Target sequence (O43353 whole entry, looked up): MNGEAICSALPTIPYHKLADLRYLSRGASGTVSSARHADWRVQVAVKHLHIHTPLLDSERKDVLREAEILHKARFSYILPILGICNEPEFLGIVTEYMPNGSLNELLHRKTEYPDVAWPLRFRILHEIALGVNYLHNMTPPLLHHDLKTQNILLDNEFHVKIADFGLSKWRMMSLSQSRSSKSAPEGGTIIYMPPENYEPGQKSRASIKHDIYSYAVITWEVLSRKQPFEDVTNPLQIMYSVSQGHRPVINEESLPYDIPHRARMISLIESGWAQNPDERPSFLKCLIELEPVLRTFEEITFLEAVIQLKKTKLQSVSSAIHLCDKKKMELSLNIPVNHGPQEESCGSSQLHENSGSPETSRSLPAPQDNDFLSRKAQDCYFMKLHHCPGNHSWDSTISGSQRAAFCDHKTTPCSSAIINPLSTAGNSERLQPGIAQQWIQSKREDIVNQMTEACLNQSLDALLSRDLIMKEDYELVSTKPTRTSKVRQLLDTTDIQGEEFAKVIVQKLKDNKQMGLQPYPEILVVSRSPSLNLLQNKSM
TROY signal inh: inhibitors of TROY-driven NF-kB signaling, primary screen, Q293 LMP1-TROYcd cells, NF-kB luciferase, uHTS; inhibition, % at 10 µM; hit rate 0.98% among 360,000; Q293 LMP1-TROYcd NF-kB luciferase reporter, 4 h;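 active means compounds whose plate-normalised and pattern-corrected inhibition of the luciferase reporter signal at the single screening dose is 50% or more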
NR5A2 inv ag: LRH-1 (NR5A2) inverse agonists, primary screen, cell-based, luminescence, HEK293T, StAR-luciferase reporter. AID 602396, 2012. LRH-1 transfected, 24 h. inhibition, % at 3.6 µM. hit rate 0.13% among 360,000. Nuclear receptor subfamily 5 group A member 2 (Homo sapiens), O00482;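 active means inhibition above the mean inhibition of all tested compounds plus 3 SD, cut at about 73% in these data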;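 further: 0% = DMSO wells and 100% = reporter-only cells lacking LRH-1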
Target sequence (O00482 whole entry, looked up): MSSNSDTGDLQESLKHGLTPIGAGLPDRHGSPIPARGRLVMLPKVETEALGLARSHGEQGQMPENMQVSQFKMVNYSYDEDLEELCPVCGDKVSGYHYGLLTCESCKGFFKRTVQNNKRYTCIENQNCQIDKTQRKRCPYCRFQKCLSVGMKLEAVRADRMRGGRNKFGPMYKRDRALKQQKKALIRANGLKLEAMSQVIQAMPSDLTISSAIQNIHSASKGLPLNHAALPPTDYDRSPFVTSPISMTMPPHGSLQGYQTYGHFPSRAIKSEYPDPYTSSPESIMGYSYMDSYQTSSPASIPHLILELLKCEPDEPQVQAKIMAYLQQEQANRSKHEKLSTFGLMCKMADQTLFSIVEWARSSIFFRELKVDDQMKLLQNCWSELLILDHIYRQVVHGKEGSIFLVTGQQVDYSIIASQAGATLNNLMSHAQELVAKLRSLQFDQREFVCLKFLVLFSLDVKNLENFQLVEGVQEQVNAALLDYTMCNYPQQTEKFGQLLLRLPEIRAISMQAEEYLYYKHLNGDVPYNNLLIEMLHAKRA
NCOA1 inh: SRC1 coactivator transcriptional activity inhibitors, primary screen, cell-based, luminescence | Nuclear receptor coactivator 1 (Homo sapiens), Q15788 | inhibition, % at 3.6 µM | HEK293 GAL4-SRC1 luciferase reporter | hit rate 0.12% among 360,000;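 active means inhibition above the campaign mean plus 3 SD, with each screening campaign given its own cutoff, cut at about 60% in these data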;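 further: 0% = DMSO treated cells and 100% = gossypol at 36 µM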
Exocytosis inh: LAMP-1 surface exposure blockers, TALL-104 cells – cell-based, flow cytometry, MLPCN library, primary screen; TALL-104 LAMP-1 surface exposure; cells stimulated with thapsigargin and PMA; inhibition, % at 10 µM; hit rate 0.66% among 360,000; AID 651702, 2012;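 active means inhibition above about 55%, limit read from the data; inconclusive means no clear call, values can overlap the other calls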
TWEAK-Fn14 inh: inhibitors of TWEAK-Fn14 signaling, primary screen, luciferase reporter cells, uHTS. TWEAK-stimulated Fn14 reporter cells, luciferase luminescence, 8 h. inhibition, % at 10 µM. hit rate 2% among 360,000; in the data active means inhibition above about 50%
TLR9-MyD88 inh: inhibitors of TLR9-MyD88 association in cells, primary screen, cell-based, CHO, BLA complementation, fluorescence; hit rate 0.21% among 340,000; inhibition, % at 4.98 µM; Toll-like receptor 9 (Homo sapiens) + Myeloid differentiation primary response protein …; CCF4 FRET ratio; AID 504734, 2011;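 active means inhibition above the mean over all tested compounds plus 3 SD, cut at about 21% in these data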;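 further: 0% = DMSO only wells and 100% = clavulanate BLA inhibitor control wells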
NCOA2 inhibitor: inhibition of GAL4-SRC2 driven luciferase reporter, primary screen, SRC2 inhibitor project, cell-based, luminescence; AID 651957, 2012; HEK293 GAL4-SRC2 luciferase reporter; Nuclear receptor coactivator 2 (Homo sapiens), Q15596; hit rate 0.17% among 370,000; inhibition, % at 9 µM;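 active means inhibition above the mean inhibition of all tested compounds plus 3 SD, set per campaign, cut at about 52% in these data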;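 further: 0% = DMSO treated cells and 100% = cells given Gossypol at 36 µM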
ABHD5-PLIN5 inh: ABHD5-PLIN5 interaction inhibitors, primary screen, cell lysate, split luciferase complementation, luminescence | Split G. princeps luciferase complementation, 4 h | inhibition, % at 4 µM | hit rate 0.78% among 360,000;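 active means inhibition above the mean inhibition across every tested compound plus 3 SD, cut at about 22% in these data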;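 further: 0% = DMSO only wells and the 100% control is not disclosed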
NCOA3 inh: SRC3 coactivator transcriptional activity inhibitors, primary screen, cell-based, luminescence; inhibition, % at 3.6 µM; hit rate 0.17% among 360,000; HEK293 GAL4-SRC3 luciferase reporter; AID 588352, 2011;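 active means inhibition above a per-campaign cutoff, the mean of all compounds plus 3 SD, cut at about 60% in these data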;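 further: 0% = DMSO-treated cells and 100% = gossypol-treated cells at 36 µM; higher means less SRC3-driven luciferase light from the GAL4 reporter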
Active calls of the source: *. Only part of the results is shown; rates above refer to the full screens.

How did Cc1[nH]c(=O)[nH]c(=O)c1/C=N/NC(=O)[C@@H](N)CC(C)C do in these assays?
COUP-TFII inh: -5; NOD2 RIPK2 PPI: -8; TROY signal inh: 12; NR5A2 inv ag: 6; NCOA1 inh: 4; Exocytosis inh: -2; TWEAK-Fn14 inh: 0; TLR9-MyD88 inh: -4; NCOA2 inhibitor: -11; ABHD5-PLIN5 inh: 5; NCOA3 inh: 5

How did CCc1ccccc1NS(=O)(=O)c1cc2c3c(c1)CCN3C(=O)CC2 do in these assays?
COUP-TFII inh: 3; NOD2 RIPK2 PPI: 6; TROY signal inh: 3; NR5A2 inv ag: -1; NCOA1 inh: 5; Exocytosis inh: -2; TWEAK-Fn14 inh: 0; TLR9-MyD88 inh: -5; NCOA2 inhibitor: -8; ABHD5-PLIN5 inh: 7; NCOA3 inh: 6

How did Cn1c(=O)c2cc(NC(=O)c3ccccc3Cl)c(=O)oc2n(C)c1=O do in these assays?
COUP-TFII inh: -1; NOD2 RIPK2 PPI: 4; TROY signal inh: 11; NR5A2 inv ag: -12; NCOA1 inh: -6; Exocytosis inh: -2; TWEAK-Fn14 inh: -6; TLR9-MyD88 inh: -15; NCOA2 inhibitor: 3; ABHD5-PLIN5 inh: -22; NCOA3 inh: -5

What do the screens show for `NS(=O)(=O)c1ccc(CCNC(=O)c2ccc(Cl)c(S(=O)(=O)NCc3ccco3)c2)cc1`?
COUP-TFII inh: -4; NOD2 RIPK2 PPI: 2; TROY signal inh: 4; NR5A2 inv ag: 6; NCOA1 inh: 17; Exocytosis inh: -2; TWEAK-Fn14 inh: -5; TLR9-MyD88 inh: -2; NCOA2 inhibitor: 4; ABHD5-PLIN5 inh: 5; NCOA3 inh: -5

Results for O=C(Oc1ccc(-c2cnc3ccccc3n2)cc1)c1cc([N+](=O)[O-])ccc1Cl ?
COUP-TFII inh: 2; NOD2 RIPK2 PPI: -10; TROY signal inh: -14; NR5A2 inv ag: 11; NCOA1 inh: -17; Exocytosis inh: 2; TWEAK-Fn14 inh: 18; TLR9-MyD88 inh: -6; NCOA2 inhibitor: 7; ABHD5-PLIN5 inh: -5; NCOA3 inh: 7

Results for CC(C)c1ccc(OCC(=O)NC(=S)Nc2ccc3c4c(cccc24)CC3)cc1 ?
COUP-TFII inh: 6; NOD2 RIPK2 PPI: -12; TROY signal inh: -7; NR5A2 inv ag: 0; NCOA1 inh: 6; Exocytosis inh: 0; TWEAK-Fn14 inh: -7; TLR9-MyD88 inh: 1; NCOA2 inhibitor: -19; ABHD5-PLIN5 inh: 5; NCOA3 inh: 5

What do the screens show for `O=C(NCCN1CCC(n2c(=O)[nH]c3ccccc32)CC1)c1cccc2c1-c1ccccc1C2=O`?
COUP-TFII inh: 9; NOD2 RIPK2 PPI: -16; TROY signal inh: 0; NR5A2 inv ag: 10; Exocytosis inh: 1; TWEAK-Fn14 inh: -7; NCOA2 inhibitor: 9; ABHD5-PLIN5 inh: 4

Results for CCn1c(SCc2ccccc2)nc2c1c(=O)[nH]c(=O)n2C ?
COUP-TFII inh: 0; NOD2 RIPK2 PPI: -9; TROY signal inh: -6; NR5A2 inv ag: -2; NCOA1 inh: -9; Exocytosis inh: 4; TWEAK-Fn14 inh: -12; TLR9-MyD88 inh: -2; NCOA2 inhibitor: 8; ABHD5-PLIN5 inh: 5; NCOA3 inh: -16

What do the screens show for `COCCN(CCOC)S(=O)(=O)c1ccc(C(=O)Nc2nc3c(s2)CCc2ccccc2-3)cc1`?
COUP-TFII inh: 1; NOD2 RIPK2 PPI: -6; TROY signal inh: 7; NR5A2 inv ag: -15; NCOA1 inh: 19; Exocytosis inh: -1; TWEAK-Fn14 inh: 4; TLR9-MyD88 inh: 6; NCOA2 inhibitor: 21; ABHD5-PLIN5 inh: 9; NCOA3 inh: 34

Results for COc1ccc(C(=O)c2c[nH]c(C(=O)NCCCN3CCOCC3)c2)cc1 ?
COUP-TFII inh: -5; NOD2 RIPK2 PPI: -6; TROY signal inh: 13; NR5A2 inv ag: 6; NCOA1 inh: 18; Exocytosis inh: -1; TWEAK-Fn14 inh: -8; TLR9-MyD88 inh: -1; NCOA2 inhibitor: 31; ABHD5-PLIN5 inh: 2; NCOA3 inh: 2

What do the screens show for `O=C(CN(Cc1ccccc1F)C(=O)Cn1nnc(-c2cccs2)n1)NC1CCCCC1`?
COUP-TFII inh: 9; NOD2 RIPK2 PPI: -13; TROY signal inh: 2; NR5A2 inv ag: -3; NCOA1 inh: 1; Exocytosis inh: -2; TWEAK-Fn14 inh: -12; TLR9-MyD88 inh: 4; NCOA2 inhibitor: 10; ABHD5-PLIN5 inh: 4; NCOA3 inh: 5

How did Cc1nc(CSc2ccc(Cl)cc2)cc(N2CCOCC2)n1 do in these assays?
COUP-TFII inh: -8; NOD2 RIPK2 PPI: -2; TROY signal inh: -44; NR5A2 inv ag: -14; NCOA1 inh: 5; Exocytosis inh: inconclusive; TWEAK-Fn14 inh: -25; TLR9-MyD88 inh: 3; NCOA2 inhibitor: -25; ABHD5-PLIN5 inh: 14; NCOA3 inh: -25

How did CCC(C)Nc1nc(Cl)nc(N(C#N)CN2C(=O)c3ccccc3S2(=O)=O)n1 (stereo not given) do in these assays?
COUP-TFII inh: -25; NOD2 RIPK2 PPI: 8; TROY signal inh: 18; NR5A2 inv ag: 3; NCOA1 inh: -15; Exocytosis inh: 0; TWEAK-Fn14 inh: 4; TLR9-MyD88 inh: -2; NCOA2 inhibitor: -10; ABHD5-PLIN5 inh: 18; NCOA3 inh: -10

What do the screens show for `Cc1cccc(NC(=O)c2cc3c(s2)-c2c(C)cccc2OC3)n1`?
COUP-TFII inh: 0; NOD2 RIPK2 PPI: -15; TROY signal inh: -2; NR5A2 inv ag: -23; NCOA1 inh: -9; Exocytosis inh: -3; TWEAK-Fn14 inh: -10; TLR9-MyD88 inh: -1; NCOA2 inhibitor: -1; ABHD5-PLIN5 inh: -1; NCOA3 inh: -2

Results for O=C(Nc1cccc2c1CCCC2)C1CCN(C(=O)NC2CCCCC2)CC1 ?
COUP-TFII inh: 8; NOD2 RIPK2 PPI: -1; TROY signal inh: 4; NR5A2 inv ag: -21; NCOA1 inh: 3; Exocytosis inh: -2; TWEAK-Fn14 inh: 14; TLR9-MyD88 inh: 3; NCOA2 inhibitor: 6; ABHD5-PLIN5 inh: -5; NCOA3 inh: 10

How did O=C(N/N=C/C=C\c1ccccc1[N+](=O)[O-])c1cc(-c2ccc3ccccc3c2)n[nH]1 do in these assays?
COUP-TFII inh: -17; NOD2 RIPK2 PPI: -10; TROY signal inh: -2; NR5A2 inv ag: -101; NCOA1 inh: -66; Exocytosis inh: 17; TWEAK-Fn14 inh: 2; TLR9-MyD88 inh: 0; NCOA2 inhibitor: -32; ABHD5-PLIN5 inh: 1; NCOA3 inh: -22

Results for CN(C)c1ccc(CNC(=O)C2Cc3c(-c4cccc(C(N)=O)c4)ccnc3O2)cc1 (stereo not given) ?
COUP-TFII inh: -12; NOD2 RIPK2 PPI: -9; TROY signal inh: -7; NR5A2 inv ag: -2; NCOA1 inh: 0; Exocytosis inh: 12; TWEAK-Fn14 inh: -3; NCOA2 inhibitor: 1; ABHD5-PLIN5 inh: 2; NCOA3 inh: 2

How did O=[N+]([O-])c1ccc(SCc2ccco2)cc1N1CCOCC1 do in these assays?
COUP-TFII inh: -7; NOD2 RIPK2 PPI: -3; TROY signal inh: -19; NR5A2 inv ag: 7; NCOA1 inh: -1; Exocytosis inh: 3; TWEAK-Fn14 inh: -3; TLR9-MyD88 inh: -9; NCOA2 inhibitor: -12; ABHD5-PLIN5 inh: 5; NCOA3 inh: 0

How did Oc1ccc(C[C@H]2CNCCN2CC2(c3ccccc3)CC2)cc1 do in these assays?
COUP-TFII inh: -2; NOD2 RIPK2 PPI: -4; TROY signal inh: -18; NR5A2 inv ag: 5; NCOA1 inh: 0; Exocytosis inh: 8; TWEAK-Fn14 inh: 5; TLR9-MyD88 inh: 4; NCOA2 inhibitor: 22; ABHD5-PLIN5 inh: -7; NCOA3 inh: 6

What do the screens show for `Cc1cc2c3c(ccc(C)c3n1)N=CN2c1ccccc1`?
COUP-TFII inh: 4; NOD2 RIPK2 PPI: -5; TROY signal inh: -17; NR5A2 inv ag: -9; NCOA1 inh: 1; Exocytosis inh: -7; TWEAK-Fn14 inh: -17; TLR9-MyD88 inh: 1; NCOA2 inhibitor: 8; ABHD5-PLIN5 inh: 0; NCOA3 inh: 8

Results for Cc1cc(C(=O)Nc2ncn[nH]2)ccc1[N+](=O)[O-] ?
COUP-TFII inh: -4; NOD2 RIPK2 PPI: -6; TROY signal inh: -5; NR5A2 inv ag: -5; NCOA1 inh: -18; Exocytosis inh: -3; TWEAK-Fn14 inh: 7; TLR9-MyD88 inh: 3; NCOA2 inhibitor: -13; ABHD5-PLIN5 inh: -2; NCOA3 inh: -1

What do the screens show for `CCn1c2ccccc2c2nnc(SCC(=O)Nc3c(C)n(C)n(-c4ccccc4)c3=O)nc21`?
COUP-TFII inh: 7; NOD2 RIPK2 PPI: 1; TROY signal inh: -3; NR5A2 inv ag: -13; NCOA1 inh: 9; Exocytosis inh: 1; TWEAK-Fn14 inh: 13; TLR9-MyD88 inh: -11; NCOA2 inhibitor: 10; ABHD5-PLIN5 inh: -2; NCOA3 inh: -28

Results for COc1ccccc1NC(=S)NCc1ccco1 ?
COUP-TFII inh: 3; NOD2 RIPK2 PPI: -3; TROY signal inh: -11; NR5A2 inv ag: 7; NCOA1 inh: -1; Exocytosis inh: 11; TWEAK-Fn14 inh: -10; TLR9-MyD88 inh: 3; NCOA2 inhibitor: 12; ABHD5-PLIN5 inh: 0; NCOA3 inh: -5

Results for Cc1ccc(S(=O)(=O)c2c(C)nn(-c3ccccc3)c2OC(=O)c2ccc(Br)o2)cc1 ?
COUP-TFII inh: 4; NOD2 RIPK2 PPI: -2; TROY signal inh: 11; NR5A2 inv ag: 22; NCOA1 inh: 12; Exocytosis inh: 5; TWEAK-Fn14 inh: -4; TLR9-MyD88 inh: 8; NCOA2 inhibitor: 2; ABHD5-PLIN5 inh: -2; NCOA3 inh: 3

What do the screens show for `COC(=O)c1ccccc1OCCOCCOc1cccc2cccnc12`?
COUP-TFII inh: -12; NOD2 RIPK2 PPI: -3; TROY signal inh: 3; NR5A2 inv ag: -11; NCOA1 inh: -11; Exocytosis inh: 3; TWEAK-Fn14 inh: -4; TLR9-MyD88 inh: 4; NCOA2 inhibitor: 14; ABHD5-PLIN5 inh: -1; NCOA3 inh: 12

Screening results deposited in PubChem by several laboratories.
